KDM5B inh: Primary screen for KDM5B Histone Demethylases FDH-coupled qHTS; Lysine-specific demethylase 5B (Homo sapiens), Q9UGL1; AID 1347165, 2019; Potency, µM (titrated, usually from 57.7 µM), inactives show at the highest dose activity change, negative = inhibition, most hits filed as inhibitors; 220,000 tested, 2.6% active; KDM5B demethylase, FDH-coupled NADH fluorescence (FDH is formaldehyde dehydrogenase); active = well fitted inhibition curve with a large enough effect; inconclusive = small, poorly fitted or top-dose-only effect; inactive = no such curve, though single readings can be large or run the other way; also: 0% is about no effect; nearly all actives have a fitted effect of over 70% in size
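Here, H3K4me3 peptide (12.5 µM in substrate mix) is demethylated by KDM5BΔAP, 200 nM final, after 10 min compound exposure. Formaldehyde product is coupled through FDH (0.25 U/mL in mix) to NADH fluorescence; 30-min ΔRFU feeds dose-response curves.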
The depositor's hits bear a star; ? = inconclusive; & = joins results of further samples; [ ] = remark or other dose. Potency is read from the fitted curve at half-maximal effect.

SMILES | KDM5B inh
COC(=O)C1=CN(CC(=O)Nc2cccc(Br)c2)S(=O)(=O)N=C1C | -10%
COC(=O)c1ccc(NC(=O)CSc2nccn2Cc2ccccc2)cc1 | 10%
c1ccc(Cn2nc(C3CCOC3)nc2-c2ccoc2)cc1 (stereo not given) | 1%
Cc1cc(F)ccc1NCC(=O)N1CCN(S(C)(=O)=O)CC1 | 19%
Cc1ccc(CNc2nc(-c3cccs3)nn2C(=O)CC(C)C)o1 | ?
CCOc1ccccc1NC(=O)CSC1=Nc2ccccc2C2=NC(CC(=O)NCc3ccc4c(c3)OCO4)C(=O)N12 (stereo not given) | 28%
O=C(CCC1CCCC1)N1CCCC1c1nc(CCOCC2CCOCC2)no1 (stereo not given) | -13%
CCOc1ccc(NC(=O)Cn2c(C)ccc(NC(=O)Nc3ccc(C)cc3)c2=O)cc1 | ?
COc1ccc2nc3sc(C(=O)N4CCN(c5ccc(F)cc5)CC4)cc3cc2c1 | 2%
Cc1cc(C)cc(NC(=O)Cn2c(-c3cnccn3)nc(C)c(C)c2=O)c1 | -12%
Cn1cccc1CN1CCC2(CC1)CC(=O)c1ccc(Cl)cc1O2 | 0%[86.2 µM]
COCCn1c(SCC(=O)N2CCCCCC2)nnc1-c1ccco1 | -10%
Cc1ccc(-c2nnn3c2nc(NCc2ccc4c(c2)OCO4)c2ccccc23)cc1 | -9%
CCOC(=O)c1ccccc1NC(=O)CCc1c(C)nc2ncnn2c1C | ?
COC(=O)c1cc(CNC(=O)Cc2ccsc2)ccc1OC | 0%
O=C(CN1C(=O)NC(c2ccccc2Cl)C2=C1COC2=O)Nc1ccc(F)cc1F (stereo not given) | 8%
CN(C)CCCNC(=O)CCNc1nc(Cl)nc2nc[nH]c12 | 9%
COc1ccc(C(=O)N2C[C@@H](CO)[C@H](c3ccncc3)C2)cc1 | 24%
O=CN1CCN(C(=O)Cn2ccc3c(Cl)cccc32)CC1 | 9%
CC(C)c1ccc(NC(=O)c2cnc3sc(N4CCCC4)nn3c2=O)cc1 | -13%
CCOc1ccc(NC(=O)COc2ccc(C(C)C)cc2-n2cnnc2)cc1 | -3%
COc1ccc(-c2cc(N3CCN(C(=O)c4cc(C)cc(C)c4)CC3)n[nH]2)cc1 | -25%
COCCOCC(=O)N1CCC(N2C(=O)CCC2C(=O)NCc2ccccc2)CC1 (stereo not given) | 14%
Cc1ccc(S(=O)(=O)NC[C@H]2O[C@@H](CC(=O)N3CCN(c4ccccn4)CC3)[C@H](O)[C@@H]2O)cc1 | 28µM*
COCCn1c(N2CCN(Cc3ccc(F)cc3)CC2)nc2c1c(=O)[nH]c(=O)n2C | -7%

15 compounds out of the list, sorted by SMILES length, smallest number first.
SMILES | KDM5B inh
COC(=O)c1cc(CNC(=O)Cc2ccsc2)ccc1OC | 0%
c1ccc(Cn2nc(C3CCOC3)nc2-c2ccoc2)cc1 (stereo not given) | 1%
O=CN1CCN(C(=O)Cn2ccc3c(Cl)cccc32)CC1 | 9%
CN(C)CCCNC(=O)CCNc1nc(Cl)nc2nc[nH]c12 | 9%
Cc1cc(F)ccc1NCC(=O)N1CCN(S(C)(=O)=O)CC1 | 19%
Cc1ccc(CNc2nc(-c3cccs3)nn2C(=O)CC(C)C)o1 | ?
CCOC(=O)c1ccccc1NC(=O)CCc1c(C)nc2ncnn2c1C | ?
O=C(CCC1CCCC1)N1CCCC1c1nc(CCOCC2CCOCC2)no1 (stereo not given) | -13%
CC(C)c1ccc(NC(=O)c2cnc3sc(N4CCCC4)nn3c2=O)cc1 | -13%
COc1ccc(C(=O)N2C[C@@H](CO)[C@H](c3ccncc3)C2)cc1 | 24%
COc1ccc2nc3sc(C(=O)N4CCN(c5ccc(F)cc5)CC4)cc3cc2c1 | 2%
Cc1ccc(-c2nnn3c2nc(NCc2ccc4c(c2)OCO4)c2ccccc23)cc1 | -9%
CCOc1ccc(NC(=O)Cn2c(C)ccc(NC(=O)Nc3ccc(C)cc3)c2=O)cc1 | ?
COc1ccc(-c2cc(N3CCN(C(=O)c4cc(C)cc(C)c4)CC3)n[nH]2)cc1 | -25%
Cc1ccc(S(=O)(=O)NC[C@H]2O[C@@H](CC(=O)N3CCN(c4ccccn4)CC3)[C@H](O)[C@@H]2O)cc1 | 28µM*

Following part.
SMILES | KDM5B inh
CCc1nnc2c3ccccc3nc(N3CCN(c4ccc(C)cc4C)CC3)n12 | -6%[11.5 µM]
O=C(O)c1ccccc1C(=O)/C=C/c1cccs1 | -8%
COc1ccc(OC)c(CNC(=O)c2ccc(Sc3ccc(C)cc3)c(N)c2)c1 | 9%
O=C(NCc1ccc(C(=O)N2CCCCCC2)cc1)c1cc(=O)[nH]c2ccccc12 | ?
CN1CCN([C@@H]2[C@H](O)[C@H](CO)O[C@@H]2CNC(=O)c2ccccc2)CC1 | ?
CCn1cc(S(=O)(=O)N2CCC(Cc3nc(-c4ccncc4)n[nH]3)C2)cn1 (stereo not given) | 13%
CCOC(=O)c1ccc(NC(=O)CSc2nc(-c3ccc(F)cc3)cc(C(F)(F)F)c2C#N)cc1 | ?
CC(O)c1cc2n(n1)CCCN(c1ncnc3ccsc13)C2 (stereo not given) | -23%
Cc1ccc(Cl)cc1NC(=O)N1CCc2cc(S(=O)(=O)N3CCC(C)CC3)ccc21 | 9%&3%
Cn1nc(C2CCCNC2)n(Cc2ccccc2)c1=O (stereo not given) | 14%
O=C(Nc1cccc(Cl)c1)c1cc2c(=O)n3ccccc3nc2n1Cc1ccccc1 | -17%
Cc1ccccc1C1C(C#N)=C(N)OC2=C1C(=O)CC(C)(C)C2 (stereo not given) | -20%
COc1ccccc1CNC(=O)CC1COCCN1C(=O)C1CCCCC1 (stereo not given) | 16%
CCCCS(=O)(=O)NCCc1ccc(C(=O)O)cc1 | 1%
CC(=O)Nc1ccc(CN2CCC23Cc2ccccc2NC3=O)cc1 (stereo not given) | -21%[86.2 µM]
O=C(Cn1cc2c(n1)CCCCC2)Nc1ccccc1Br | 2%
COCCOCC1(CNS(=O)(=O)c2c(C)noc2C)C[C@@H](O)[C@@H](O)C1 (stereo not given in full) | 11%[86.2 µM]
CCCCCc1ccc(C(=O)O)nc1 | 3%
COc1cccc(NS(=O)(=O)c2cc(-c3cnc(C4CC4)o3)ccc2C)c1 | -18%&-23%
Cc1ccc(OCC(O)Cn2nc(C)c3ccccc3c2=O)cc1 (stereo not given) | 19%
COCC1(CNC(=O)NC(C)C)C[C@@H](O)[C@@H](O)C1 (stereo not given in full) | 12%[115 µM]
COc1ccc(C)cc1NC(=O)Cn1c(C)nc2c(sc3cccc(F)c32)c1=O | 3%
COc1ccc(-c2nc(C(C)C)nc3c2CCN(C(=O)c2ccccc2Cl)CC3)cc1 | 2%
CCC1CN(S(=O)(=O)c2cc(-c3cc(C)no3)ccc2C)c2cc(Cl)ccc2O1 (stereo not given) | -18%
COCC[C@]1(O)CCN(C(=O)c2cc3c(s2)CCCC3)C[C@H]1C | -9%

Going on with the list.
SMILES | KDM5B inh
COc1cc(OC)cc(OC(=O)c2cc(OC)cc(OC)c2)c1 | 19%
O=C(c1nc(-c2ccc(Cl)cc2)c2cnccn12)N1CCOCC1 | 32µM*
O=C(NNC(=S)Nc1ccccc1)c1ccc(F)cc1 | -6%
Cc1ccc(C(=O)NCCCN2CCCC2)cc1 | -32%
CCOc1ccccc1NC(=O)c1c2c(nc3ccccc13)C(=O)N(C1CCCCC1)C2 | -11%
COc1ccc(CCCc2nnc(SCC(=O)Nc3ccc(OC)cc3)o2)cc1 | -1%&-15%
CCCc1noc(-c2ccc(NCc3ccc(C)cc3)c([N+](=O)[O-])c2)n1 | 3%
CS(=O)(=O)N(CC(=O)Nc1ccc(F)cc1)C1CCCCC1 | 25%
NS(=O)(=O)c1cccc(NC(=O)Cn2nc(C(=O)O)c3ccccc3c2=O)c1 | -13%
O=C(Cn1nc2c(cc1=O)CCCCC2)NCCN1CCOCC1 | -10%
CCCn1c(=O)c2sccc2n2c(CCCC(=O)N3CCN(c4ccccc4)CC3)nnc12 | 8%
CN(CCC#N)Cc1cc(=O)oc2ccc3ccccc3c12 | -20%
CC(Oc1ccccc1)C(=O)N1CCC(n2cc(-c3nc(-c4ccccc4)no3)nn2)C1 (stereo not given) | 21%
Cc1cc(Cl)c2[nH]ncc2n1 | -1%
CC(C)CCN1CCC2(CC1)COc1ccccc1C(=O)N2 | -7%[86.2 µM]
Cc1ccccc1C(=O)Nc1ccc(C(=O)OCc2cc(=O)n3c4c(sc3n2)CCCC4)cc1 | ?
Cc1ccc(C(=O)Nc2cccc(OCc3cc(=O)n4c5c(sc4n3)CCCC5)c2)cc1 | -20%
COc1ccc(NC(=O)NNC(=O)c2ccc(-c3ccccc3)cc2)c(OC)c1 | 36%[activator]
CC(C)(C)CC(=O)N1CCN(CCc2ccccc2)CC1 | 24%
COc1ccc(F)cc1-c1ncc2c(n1)OCCN(CC1CC1)C2=O | 35µM*
CC(=O)Nc1ccc(NC(=O)c2cnn(-c3ccccc3F)c2C)cc1C | 12%
CC(=O)N[C@H]1C[C@@H](Cc2cc(C(C)(C)C)on2)C1(C)C | -2%[115 µM]
CN(Cc1ccc2nsnc2c1)Cc1cn(-c2ccccc2)nn1 | -17%
O=C(NCCc1ccccc1)C(=O)NCC(c1cccs1)S(=O)(=O)c1cccs1 (stereo not given) | ?
Cc1ccc(NC(=O)C2CCN(S(=O)(=O)c3ccc4c(c3)CCCC(=O)N4)CC2)c(Cl)c1 | 8%

New compounds follow.
SMILES | KDM5B inh
O=C(Nc1ccc(Br)cc1)C1CCN(c2cnccn2)CC1 | ?
CCc1ccc(C(=O)O)cc1 | 10%
CCc1ccc(NC(=O)C(CC)n2nnc(C(=O)OC)c2C(=O)OC)cc1 (stereo not given) | 10%
CC(C)(C)CC(=O)N1CC[C@H](NC(=O)Nc2ccc(F)cc2F)[C@H]1C(=O)N[C@H](Cc1ccccc1)C(N)=O | 1%
CCc1ccccc1-n1nc(-c2c(C)nc3scc(CC(=O)NCc4ccccc4)n3c2=O)cc1C | ?
Cc1cc(Br)ccc1NC(=O)c1cc2c(s1)-c1ccccc1SC2 | ?
O=C(NC[C@H]1O[C@@H](CO)[C@@H](O)[C@H]1N1CCCC1)c1ccco1 | ?
Clc1ccc(CN2C3=NCCN3c3ccccc32)c(Cl)c1 | 12%
CCCN(CCC)C(=O)Cn1nc2cc(C)nc(N3CCc4ccccc4C3)n2c1=O | -14%
O=C(CSc1nncn1CCc1cccs1)Nc1ccccc1Cl | 17%
COc1ccccc1-n1c(=O)c2sccc2n(CC(=O)NCCC(C)C)c1=O | -12%
CN[C@@H](C)C(=O)N[C@@]1(C)OC[C@@H]2CC[C@H](C(=O)Nc3ccc(F)c(OC)c3)N2C1=O | -20%[86.2 µM]
Cc1cc(COc2ccccc2)oc1C(=O)N[C@@H]1CCOC[C@H]1OCCO | -22%
Cc1cccc(OCC(=O)N2CC(C(=O)NC3CCCCC3)C3(CCOCC3)C2)c1 (stereo not given) | -6%
CCOc1ccc(NC(=O)CCNS(=O)(=O)c2cccs2)cc1 | 7%
Cc1cccc(OCCc2noc(C3CN(C(=O)c4ccsc4)C3)n2)c1 | -10%
COc1ccc(C(=O)N2CCN(c3nc4ncccc4o3)CC2)cc1C#N | -1%
CCCN(CCC)C(=O)Cn1c(=O)n(-c2ccc(C)cc2)c(=O)c2ccc(C(=O)NCc3ccccc3Cl)cc21 | 5%
O=C(O)c1ccc(-c2cccc(C(F)(F)F)c2)cc1 | 21%[149 µM]
Cc1cc2cccc(C(=O)N3CCC(Cn4cc(CO)nn4)CC3)c2o1 | ?
O=C(N1CCCCC1)C1(CCO)CC12CCOCC2 (stereo not given) | 13%
O=C(CCCc1ccccc1)N1CCCC1c1noc(COc2ccc(F)cc2)n1 (stereo not given) | 8%
Cc1[nH]c2ccccc2c1C(c1ccccc1F)c1c(C)[nH]c2ccccc12 | ?
Cc1ccc(-c2cc3ccccc3n2C)cc1 | ?
COc1cccc(CC(=O)N2CCCCCCNC(=O)CC2c2ccccc2)c1 (stereo not given) | -20%

(list continues)
SMILES | KDM5B inh
Cc1ccc(S(=O)(=O)c2cn(Cc3ccccc3Cl)c3ccc(F)cc3c2=O)cc1 | -5%
CC(=O)N1CCc2cc(CNS(=O)(=O)c3ccc(F)cc3)ccc21 | -4%
CCC(C)(C)C(=O)N1CC(c2nnc(-c3ccc(C)cc3)o2)C2(CCOCC2)C1 (stereo not given) | 7%
C[C@]1(O)CCN(C(=O)c2ccc(N3CC(=O)NC3=O)cc2)C[C@@H]1O | 14%
COc1cc(=O)n2c(c1C(=O)Nc1ccc(C)cc1Cl)CCCC2 | 18%
Cc1oc(C(C)(C)C)cc1C(=O)N1CCN(C(c2ccccc2)c2ccccc2)CC1 | -1%
c1ccc(CSC2=NNC(c3ccccn3)S2)cc1 (stereo not given) | 19%
COc1ccc(OC)c(CNC(=O)C2CCN(c3cnc4nccnc4c3)CC2)c1 | -11%
O=C(O)C[C@@H]1CCN(Cc2ccccc2)C[C@@H]1CCN1C[C@@H]2C[C@H](C1)c1cccc(=O)n1C2 | ?
COc1ccc(NC(=O)N2C[C@@H]3C[C@H](C2)c2ccc(NC(=O)c4cccs4)c(=O)n2C3)cc1 | 1%
Cc1ccc(C(N)=O)c(OCc2coc(-c3ccccc3)n2)c1 | -4%
COc1ccc(-c2nc3c4ccccc4n(CC(=O)N4CCN(c5ccc(F)cc5)CC4)c(=O)n3n2)cc1 | 6%
COc1ccc(Cl)cc1NC(=O)CCc1ncc(-c2ccc(F)cc2F)o1 | 6%
COC[C@@H]1[C@H](C(=O)Nc2ccc(OC)nc2)CCC(=O)N1C | ?
COc1ccc(OC2CN(Cc3ccsc3)C2)cc1 | 8%[149 µM]
CCOc1ccc(S(=O)(=O)NCc2ccco2)cc1C(C)C | -4%
COCc1ccc2c(c1)c(OC(C)(C)C(=O)NCCCn1ccnc1)nn2Cc1cccnc1 | -2%
Fc1ccc(C2=Nc3ccc(Br)cc3NC(c3cccs3)=N2)cc1 | -21%

Source: PubChem BioAssay

The list is partial; rates above refer to the full screens.
